Screens (PubChem BioAssay)
Tb PFK block – T. brucei PFK enzyme inhibition; O15648; Potency, µM (highest dose often 57.5 µM), for the others: top-dose activity, negative = inhibition, actives largely listed as inhibitors; 330,000 tested, 0.17% active; T. brucei PFK, ADP-Glo luminescence; AID 485367;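 note: potency is the fitted concentration of half-maximal effect; 0% = uninhibited 1x PFK enzyme wells and -100% = no-enzyme wells; nearly all actives have a fitted effect of over 60% in size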
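1.25 nM PFK with 0.5 mM F6P and 0.1 mM ATP in 0.1 M TEA pH 8.0, 5 mM MgCl2, incubated 45 min at room temperature; ADP measured by ADP-Glo luminescence; compounds titrated up to 57 uM.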
Gal4-VP16 FLuc – Gal4-VP16 reporter inhibition counter-screen; Drosophila S2 Gal4-VP16 UAS-luciferase, luminescence, 20 h; Potency, µM (top dose mostly 53.6 µM), for inactives: top-dose activity, negative = inhibition, usual class: inhibitors; 310,000 tested, 3.5% active;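 note: Gal4-VP16 expression switched on by copper sulfate through the metallothionein promoter; potency is the fitted concentration of half-maximal effect; % is set by controls: 0 for no effect and ±100 for the full control effect; nearly all actives have a fitted effect of over 50% in size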
Rab9 prom act – activates the Rab9 promoter. Potency, µM (top dose mostly 9.22 µM), for inactives: at the top dose activation, negative = inhibition, usual class: activators. AID 485297. 320,000 tested, 2.8% active. Huh7 Rab9 promoter-luciferase reporter, luminescence, 24 h; note: potency is the fitted concentration of half-maximal effect; % of control where 0% means no effect; nearly all actives have a fitted effect of over 60% in size
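Rab9 promoter-driven luciferase in stably transfected Huh7 cells; 1500 cells/well rested 2 h, exposed to compound in DMSO for 24 h at 37 °C, 5% CO2. Luminescence read 10 min after adding luciferase reagent at ambient temperature.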
p53 reactivator – restores transcriptional activity of mutant p53; 320,000 tested, 0.063% active; H1299 p53-A138V BP100-luciferase reporter, luminescence, 24 h; Potency, µM (doses to about 92.2 µM), without a hit: at the top dose activity change, positive = activation, hits mostly activators; note: potency is the fitted concentration of half-maximal effect; % of control where 0% means no effect; nearly all actives have a fitted effect of over 45% in size
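H1299 (p53-null), stable ts p53-A138V + BP100-Luc; 1000 cells/well, Opti-MEM/10% FBS; cpd 4 pt, 1:5; 24 h, 37 deg C, 5% CO2; detection reagent 10 min RT; luminescence.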
RORg inh – blocks mouse ROR gamma transcriptional activity; P51450; Drosophila S2 Gal4-RORgamma UAS-luciferase reporter, 20 h; Potency, µM (highest dose often 53.6 µM), without a hit: at the top dose activity change, negative = inhibition, most hits filed as inhibitors; 310,000 tested, 5.4% active; note: potency is the fitted concentration of half-maximal effect; % is set by controls: 0 for no effect and ±100 for the full control effect; nearly all actives have a fitted effect of over 60% in size
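Read-out: Photinus luciferase luminescence; inhibitors lower reporter signal. Insect Schneider cells with Gal4-ROR gamma fusion under metallothionein promoter, UAS reporter; 700 uM final copper sulfate induction, 20 hr, ambient temperature.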
ELG1 repair inh – inhibitors of ELG1-dependent DNA repair in HEK293T cells. HEK293T ELG1-luciferase reporter, luminescence, 16 h; DNA damage induced by 5-fluorouridine. Potency, µM (top dose mostly 46.1 µM), for inactives: at the top dose activity change, negative = inhibition, usual class: inhibitors. 330,000 tested, 2.3% active. AID 504467; note: potency is the fitted concentration of half-maximal effect; % is set by controls: 0 for no effect and ±100 for the full control effect; nearly all actives have a fitted effect of over 55% in size
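Step one: seed 2,000 cells per well. Step two: pin-transfer compound or DMSO alongside 5-fluorouridine. Step three: incubate 16 hr, 37 °C, 5% CO2. Step four: add ONE-Glo, wait 30 min, read luminescence.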
FLuc counter – inhibits or activates purified firefly luciferase, miR-21 counter-screen | P08659 | purified FLuc, Km substrates, luminescence inhibition | Potency, µM (doses to about 57.5 µM), for the others: top-dose activity change, negative = inhibition, actives largely listed as inhibitors | 360,000 tested, 6.9% active | AID 588342;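 note: potency is the fitted concentration of half-maximal effect; plate controls were vehicle for no effect and reference inhibitor for full effect; nearly all actives have a fitted effect of over 55% in size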
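Purified P. pyralis luciferase (10nM final) with 10uM D-luciferin and 10uM ATP (Km levels) in 50mM Tris acetate pH 7.5, 10mM Mg acetate, 0.01% Tween-20, 0.05% BSA; qHTS 6-point titration, ~60 µM downward; luminescence read.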
BRCA1 expr act – increases BRCA1 expression | MCF7-BRCA1-FFLuc reporter, luminescence, 48 h; response scale: scaled: vehicle 0%, 10 µM genistein 100% | Potency, µM (highest dose often 46.1 µM), inactives show top-dose activation, most hits filed as activators | 380,000 tested, 1.1% active; note: potency is the fitted concentration of half-maximal effect; nearly all actives have a fitted effect of over 80% in size; some results filed as inactive show a strong effect at the top dose
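Activators of BRCA1 expression were detected as increased firefly luciferase luminescence in engineered MCF7 cells after 48 h compound incubation. Signals were scaled to genistein 10 microM as full activation.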
TRPV1 ag – activates the human vanilloid receptor TRPV1. TRPV1-expressing cells, Fluo-8 calcium influx, agonist mode. activation, % at 8.33 µM. 320,000 tested, 0.19% active; in the data active = activation above about 80%; inconclusive = between about 30% and that limit; note: 0% is about no effect
Target sequence (Q8NER1 whole entry, looked up): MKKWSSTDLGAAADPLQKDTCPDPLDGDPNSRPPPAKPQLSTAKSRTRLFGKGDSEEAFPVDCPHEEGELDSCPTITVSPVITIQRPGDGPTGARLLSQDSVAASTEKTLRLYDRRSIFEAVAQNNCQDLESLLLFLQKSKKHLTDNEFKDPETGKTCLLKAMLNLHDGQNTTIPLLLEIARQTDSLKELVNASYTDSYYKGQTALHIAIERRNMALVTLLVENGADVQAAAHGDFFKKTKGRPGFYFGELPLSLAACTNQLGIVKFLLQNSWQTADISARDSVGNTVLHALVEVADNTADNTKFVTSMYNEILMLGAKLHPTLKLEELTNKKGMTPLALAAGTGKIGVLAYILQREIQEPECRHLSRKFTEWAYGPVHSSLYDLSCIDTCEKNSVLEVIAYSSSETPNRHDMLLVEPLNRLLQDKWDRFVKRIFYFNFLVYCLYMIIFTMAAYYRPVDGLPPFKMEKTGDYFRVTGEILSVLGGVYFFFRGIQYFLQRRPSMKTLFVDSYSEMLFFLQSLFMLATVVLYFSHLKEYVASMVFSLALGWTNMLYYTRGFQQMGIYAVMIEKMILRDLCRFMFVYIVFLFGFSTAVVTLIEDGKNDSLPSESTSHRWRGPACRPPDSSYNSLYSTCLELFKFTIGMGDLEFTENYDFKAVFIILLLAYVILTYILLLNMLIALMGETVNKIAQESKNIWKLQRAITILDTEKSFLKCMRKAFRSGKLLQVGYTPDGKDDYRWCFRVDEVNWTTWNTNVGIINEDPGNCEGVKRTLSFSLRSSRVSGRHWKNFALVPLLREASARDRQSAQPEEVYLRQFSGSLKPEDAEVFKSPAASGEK
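TRPV1-expressing cells were cultured overnight at 35.5C and loaded with Fluo-8 calcium dye for 40 to 90 min at room temperature. After a 10 s baseline, compound was added and calcium influx was read kinetically for 3 min (ex 480/em 520 nm).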
ELG1 genotoxic – inducers of genotoxicity in HEK293T ELG1-luciferase cells; Potency, µM (doses to about 46 µM), without a hit: top-dose activity change, positive = activation, usual class: activators; 330,000 tested, 1.3% active; HEK293T ELG1-luciferase reporter, luminescence, 16 h; note: potency is the fitted concentration of half-maximal effect; % of control where 0% means no effect; nearly all actives have a fitted effect of over 60% in size
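Genotoxicity was scored as increased ELG1-luciferase reporter signal, measured by ONE-Glo luminescence (30 min, room temperature). Compound or vehicle exposure of the HEK293T reporter cells lasted 16 hr at 37°C.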
NPC1 promoter act – NPC1 promoter activation. Huh7 NPC1 promoter luciferase reporter, 24 h. AID 485313. 320,000 tested, 2.4% active. Potency, µM (top dose mostly 9.22 µM), inactives show top-dose activation, most hits filed as activators;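 note: potency is the fitted concentration of half-maximal effect; % of control where 0% means no effect; nearly all actives have a fitted effect of over 60% in size; reporter is driven by a mutant NPC1 promoter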
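Quantitative HTS used a cell-based reporter: Huh7 cells stably bearing the NPC1 promoter upstream of luciferase were treated with compounds for 24 h, and promoter activation was read as luminescence.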
Active calls of the source: *; ? = inconclusive; nt = not tested or not shown; & = joins results of further samples; [ ] = dose if it differs, or a comment. Unless noted, calls come from the whole dose curve; as a rule, active = well fitted curve in the direction sought with a large enough effect; inconclusive = small, poorly fitted or top-dose-only effect, or another doubt; inactive = no such curve, though single readings can be large; an effect the other way counts as inactive or inconclusive.

SMILES	Tb PFK block	Gal4-VP16 FLuc	Rab9 prom act	p53 reactivator	RORg inh	ELG1 repair inh	FLuc counter	BRCA1 expr act	TRPV1 ag	ELG1 genotoxic	NPC1 promoter act
CC(C)NC(=O)COc1coc(CN2CCN(Cc3ccccc3)CC2)cc1=O	-2%	-2%	-5%	4%	-13%	-4%	0%	-40%	2	-2%	2%
CC(=O)N(CC(C)C(=O)O)c1c(I)cc(I)c(N)c1I (stereo not given)	-4%	nt	-3%	3%	nt	25%	0%	3%	-3	9%	2%
O=C(/C=C/c1ccccc1Cl)NC(=S)Nc1ccccc1C(=O)NC1CCCCC1	7%	-6%	?	3%	-1%	15%	17µM*	47%	0	3%	13%
COc1ccc(S(=O)(=O)N2CCCC(C(=O)NCc3ccccc3)C2)cc1 (stereo not given)	0%	-14%	6%	0%	?	1%	0%	1%	-2	-16%	1%
COc1ccccc1Cn1nnc2c(=O)[nH]c(C3CCN(C(=O)c4ccccc4Cl)CC3)nc21	-3%	3%	13%	-2%	20%	?	-4%	-22%	3	-4%	-2%
CCc1nnc(NC(=O)CSc2ccc(-c3nc4ccc(C)cc4[nH]3)cn2)s1	-2%	?	3.2µM*	3%	?	?	1.7µM*	-55%	0	13µM*	2.8µM*
O=C(NCCc1cccs1)c1ccc(Cl)c(Cl)c1	-7%	8%	2.2µM*	17%	29%	?	11µM*	4µM*	?	?	3.2µM*
Cc1cccc(-c2cc(C(=O)Nc3ccncc3)c3ccccc3n2)c1	0%	nt	2%	nt	nt	?	24µM*	-23%	?	-7%	13%
CCCn1c(N)c(N(CCOC)C(=O)c2cccc(Cl)c2)c(=O)[nH]c1=O	-2%	7%	?	4%	14%	9%	0%	13%	-7	10%	16%
Cc1nc(N2CCN(C(=O)c3ccco3)CC2)[nH]c(=O)c1C	-5%	8%	-1%	3%	-23%	7%	0%	5%	-6	-2%	-6%
Cc1ccc(C(=O)OCC(=O)NCc2ccco2)cc1C	1%	nt	1%	4%	nt	?	-5%	1%	11	13%	0%
CCCCCCC/C(C)=N/NC(=O)CC(=O)NCCc1ccccc1	-1%	-5%	-1%	1%	3%	-1%	1%	1%	-6	0%	1%
CN(C)c1ccc(CNC(=O)c2cc(S(=O)(=O)N3CCCC3)cn2C)cc1	-4%	-2%	0%	4%	23%	-1%	?	-31%	-2	0%	6%
CCOc1cc(NC(=O)c2ccco2)c(OCC)cc1NC(=O)Cc1cccc(OC)c1	0%	-15%	-8%	-1%	-23%	?	2%	-27%	23	-25%	-5%
CCC(C)[C@H](NC(=O)C1CC(=O)N(c2ccc3c(c2)OCCO3)C1)C(=O)N1CCCCC1 (stereo not given in full)	0%	-2%	0%	16%	4%	0%	0%	3%	-1	6%[9.26 µM]	2%
CCCNC(=O)N[C@@H](Cc1ccccc1)C(=O)OC	-3%	0%	0%	1%	1%	-8%	5%	0%	-2	-10%	-2%
c1ccc(-n2nc3c(ccc4cnnc43)[nH]2)cc1	-5%	-2%	1.8µM*	?	-13%	?	7.6µM*	59%	-2	?	2.5µM*
CC(C)N1CCN(Cc2ccc3nsnc3c2)CC1CCO (stereo not given)	-3%	1%	-12%	-1%	23%	10%	0%	0%	-1	1%	0%
CSCCC(NS(=O)(=O)c1cccc(C(F)(F)F)c1)C(=O)N(C)Cc1ccc2c(c1)OCCO2 (stereo not given)	0%	-4%	10%	-2%	12%	-11%	6%	-46%	7	-16%	-3%
Cc1ccc(-c2nc(NC(=O)c3nn(C)cc3[N+](=O)[O-])sc2C)cc1	-1%	-4%	-4%	-23%	-2%	16µM*	1%	-52%	3	-11%	1%
COCCN1C(=O)C(=O)/C(=C(/O)c2ccc(C)cc2)C1c1ccccn1 (stereo not given)	-6%	-1%	-2%	0%	-1%	7%	2%	1%	0	4%	-6%
CC1CN(C(=O)CCC(=O)NCc2ccc(Cl)cc2)c2ccccc2S1 (stereo not given)	-12%	10%	2%	nt	-10%	-6%	-1%	17%	8	5%	9%
COc1ccc(C(NC(=O)c2ccc(=O)[nH]c2)C(=O)Nc2ccc(C(C)C)cc2)cc1 (stereo not given)	0%	-5%	0%	-3%	?	-13%	-8%	44%	9	3%	-1%
COC(=O)c1sccc1NC(=S)N1CCN(c2ccccc2F)CC1	0%	2%	-8%	-3%	-7%[10 µM]	?	1%	7%	5	-3%	-1%
CC(=O)N1CCc2cc(C(=O)CN3CCCCC3)ccc21	0%	-6%	6%	3%	19%	9%	-2%	-10%	nt	2%	1%

Arranged by count of non-hydrogen atoms (highest first): some entries from above.
SMILES	Tb PFK block	Gal4-VP16 FLuc	Rab9 prom act	p53 reactivator	RORg inh	ELG1 repair inh	FLuc counter	BRCA1 expr act	TRPV1 ag	ELG1 genotoxic	NPC1 promoter act
CSCCC(NS(=O)(=O)c1cccc(C(F)(F)F)c1)C(=O)N(C)Cc1ccc2c(c1)OCCO2 (stereo not given)	0%	-4%	10%	-2%	12%	-11%	6%	-46%	7	-16%	-3%
CCOc1cc(NC(=O)c2ccco2)c(OCC)cc1NC(=O)Cc1cccc(OC)c1	0%	-15%	-8%	-1%	-23%	?	2%	-27%	23	-25%	-5%
COc1ccc(C(NC(=O)c2ccc(=O)[nH]c2)C(=O)Nc2ccc(C(C)C)cc2)cc1 (stereo not given)	0%	-5%	0%	-3%	?	-13%	-8%	44%	9	3%	-1%
CCc1nnc(NC(=O)CSc2ccc(-c3nc4ccc(C)cc4[nH]3)cn2)s1	-2%	?	3.2µM*	3%	?	?	1.7µM*	-55%	0	13µM*	2.8µM*
Cc1ccc(C(=O)OCC(=O)NCc2ccco2)cc1C	1%	nt	1%	4%	nt	?	-5%	1%	11	13%	0%
CCCNC(=O)N[C@@H](Cc1ccccc1)C(=O)OC	-3%	0%	0%	1%	1%	-8%	5%	0%	-2	-10%	-2%
c1ccc(-n2nc3c(ccc4cnnc43)[nH]2)cc1	-5%	-2%	1.8µM*	?	-13%	?	7.6µM*	59%	-2	?	2.5µM*

Next structures.
SMILES	Tb PFK block	Gal4-VP16 FLuc	Rab9 prom act	p53 reactivator	RORg inh	ELG1 repair inh	FLuc counter	BRCA1 expr act	TRPV1 ag	ELG1 genotoxic	NPC1 promoter act
COc1ccc(S(=O)(=O)N2CCOC2CNC(=O)C(=O)NCc2ccccc2Cl)cc1 (stereo not given)	-2%	3%	0%	-3%	-15%	6%	-1%	-21%	-1	-13%	-3%
CCN(CC)c1ccc(NC(=O)CN2C(=O)NC3(CCc4ccccc43)C2=O)cc1 (stereo not given)	-11%	nt	-1%	4%	nt	5%	?	6%	1	-2%	-1%
COc1cc(C(=O)NCC(=O)Nc2ccc(F)c(F)c2)ccc1OCC(=O)N1CCOCC1	?	nt	0%	3%	nt	4%	0%	-1%	1	7%	-1%
O=C(Nc1cccc(Cl)c1)N1CCOCC1	-1%	4%	-2%	9%	-1%	?	0%	-1%	19	1%	-6%
CCC(C)Sc1nc2c([nH]c3ccccc32)c(=O)n1C (stereo not given)	-7%	-2%	-6%	7%	11%	11%	1%&0%	-40%	?	-1%	9%
COc1ccc(-c2cc(C(F)(F)F)n3nc(C(=O)N4CCCC4)cc3n2)cc1	4%	2%	12%	-5%	-5%	-11%	-17%	25%	1	-3%	1%
CC(NS(=O)(=O)c1ccc(F)cc1)C(c1cccs1)N1CCN(C)CC1 (stereo not given)	0%	-9%	1%	-3%	32%	14%	-2%	0%	0	-1%	-4%
COc1ccc(N2CC(NC(=O)N3CCc4ccccc43)CC2=O)cc1OC (stereo not given)	-1%	2%	1%	0%	4%	-6%	-1%	-22%	2	12%	-3%
O=C(COC(=O)/C=C/c1ccc(F)cc1)NC1CCS(=O)(=O)C1 (stereo not given)	7%	nt	-5%	0%	nt	5%	-6%	-9%	2	0%	0%
CCC1=NN(C(=O)Cc2ccc([N+](=O)[O-])cc2)C(O)(C(F)(F)F)C1 (stereo not given)	-2%	10%	-3%	-2%	?	2%	3%	-16%	4	1%	0%
COc1ccc(NC(=O)CSc2nnc(CN3CCOCC3)n2-c2ccccc2)cc1Cl	-2%	-4%	2%	-5%	-15%	8%	4%	1%	-1	0%	-6%
O=C(COC(=O)CCN=C1NS(=O)(=O)c2ccccc21)NNC(=O)c1ccc(Cl)cc1	3%	nt	2%	-7%	nt	6%	-1%	3%	3	0%	2%
